# ELG1 genotox: induces genotoxicity in HEK293T cells with luciferase-tagged ELG1. HEK293T ELG1-luciferase reporter, luminescence, 16 h. Potency, µM (top dose mostly 46 µM), without a hit: top-dose activity change, positive = activation, most hits filed as activators. actives 1.3% (n = 330,000); also: potency is read from the fitted curve at half-maximal effect; % of control where 0% means no effect; nearly all actives have a fitted effect of over 60% in size
#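 Genotoxic stress is detected as increased luminescence from luciferase-tagged ELG1 in HEK293T cells, measured with ONE-Glo after a 16 hr treatment at 37 °C.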
# B2AR arrestin: agonists driving beta-arrestin recruitment to human beta2-adrenergic receptor; P07550; beta-arrestin recruitment to beta2AR, cell-based reporter; Potency, µM (top dose mostly 46.1 µM), without a hit: at the top dose activation, hits mostly activators; actives 0.02% (n = 330,000); AID 492947;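 also: potency is read from the fitted curve at half-maximal effect; 0% = DMSO controls and full agonism = EC100 isoproterenol or metaproterenol; nearly all actives have a fitted effect of over 65% in size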
# Target sequence (P07550 whole entry, looked up): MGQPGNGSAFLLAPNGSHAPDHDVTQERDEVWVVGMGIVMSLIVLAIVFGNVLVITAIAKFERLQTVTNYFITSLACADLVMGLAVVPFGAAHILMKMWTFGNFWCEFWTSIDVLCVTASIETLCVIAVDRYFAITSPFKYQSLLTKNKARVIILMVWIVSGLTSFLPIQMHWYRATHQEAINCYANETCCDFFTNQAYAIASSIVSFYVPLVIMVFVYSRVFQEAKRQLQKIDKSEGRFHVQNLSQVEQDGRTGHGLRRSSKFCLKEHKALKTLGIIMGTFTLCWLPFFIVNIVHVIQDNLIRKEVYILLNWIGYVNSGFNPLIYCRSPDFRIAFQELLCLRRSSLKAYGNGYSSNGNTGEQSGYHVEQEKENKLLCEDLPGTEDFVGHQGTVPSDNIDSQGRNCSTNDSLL
# BRCA1 expr up: activators of BRCA1 expression; MCF7-BRCA1-FFLuc reporter, luminescence, 48 h; response scale: scaled: vehicle 0%, 10 µM genistein 100%; Potency, µM (top dose mostly 46.1 µM), inactives show at the top dose activation, hits mostly activators; actives 1.1% (n = 380,000); AID 624202; also: potency is read from the fitted curve at half-maximal effect; nearly all actives have a fitted effect of over 80% in size; some results filed as inactive show a strong effect at the top dose
#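 MCF7-BRCA1-FFLuc, 2000 cells/well; 2 h attach, 37 °C/5% CO2; compound 48 h; luciferase substrate 15 min; luminescence end-point. Norm. to genistein 10 microM max activation and DMSO; concentration-response curves fitted.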
# S-ASM inh: inhibitors of human secretory acid sphingomyelinase | P17405 | placental ASM, HMU-PC fluorogenic substrate, 60 min | Potency, µM (doses to about 57.5 µM), without a hit: top-dose activity change, negative = inhibition, actives largely listed as inhibitors | actives 0.006% (n = 340,000) | AID 504937; also: potency is read from the fitted curve at half-maximal effect
#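 Human placenta-derived ASM enzyme was preincubated with compound for 10 minutes at room temperature, then given fluorogenic substrate HMU-PC0 (9 uM final) for 60 minutes at 37 °C; a pH 10 stop preceded fluorescence reading at Ex 386/Em 447 nm.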
# USP2a block: USP2a (human) protease inhibition; actives 0.01% (n = 330,000); O75604; Potency, µM (series often up to 38.3 µM), inactives show at the highest dose activity change, negative = inhibition, most hits filed as inhibitors; USP2 core, Ub-CHOP2 coupled fluorogenic reporter, 485/531;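 also: potency is read from the fitted curve at half-maximal effect; plate controls were DMSO wells for no effect and full inhibition by NEM control for full effect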
#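 USP2 core (10nM final) preincubated 30min RT with compound in 20mM Tris-HCl pH 8.0, 2mM CaCl2, 2mM beta-mercaptoethanol, 0.05% CHAPS; 25nM Ub-CHOP2 plus 25nM reporter substrate added, fluorescence (Ex485/Em531) read after 60min.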
# TRPV1 agonist: activates the human vanilloid receptor TRPV1; Q8NER1; TRPV1-expressing cells, Fluo-8 calcium influx, agonist mode; activation, % at 8.33 µM; actives 0.19% (n = 320,000); in the data active = activation above about 80%; inconclusive = between about 30% and that limit; also: 0% is about no effect
#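 Fluo-8 calcium influx in TRPV1-expressing cells, kinetic read (ex 480/em 520 nm). Compound added and read 3 min for agonist activity, followed by capsaicin at EC20 final and 2 min further read for enhancement.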
# uPA generation: inhibitors of cell surface uPA generation; cell surface uPA generation assay, qHTS; Potency, µM (series often up to 38.3 µM), inactives show at the highest dose activity change, negative = inhibition, usual class: inhibitors; actives 0.31% (n = 330,000); AID 540303; active = well fitted inhibition curve with a large enough effect; inconclusive = small, poorly fitted or top-dose-only effect; inactive = no such curve, though single readings can be large or run the other way; tested in mouse RAW 264.7 cells; also: potency is read from the fitted curve at half-maximal effect; % is scaled to controls: 0 for no effect and ±100 for the full control effect; nearly all actives have a fitted effect of over 55% in size
# PTAP TSG101 blk: blocks PTAP/TSG101 interaction to inhibit HIV-1 budding; Q99816; Fluorescence polarization, FITC-PTAP peptide / Tsg101 binding; Potency, µM (highest dose often 115 µM), for inactives: top-dose activity change, negative = inhibition, actives largely listed as inhibitors; 340,000 tested, under 10 active; active = well fitted inhibition curve with a large enough effect in the main read-out, with a control signal flat, not every such curve was filed as active; inconclusive = small, poorly fitted or top-dose-only effect, or effect the other way, or a change in a side signal; inactive = no such curve, though single readings can be large or run the other way; also: potency is read from the fitted curve at half-maximal effect; % of control where 0% means no effect
# Target sequence (Q99816 whole entry, looked up): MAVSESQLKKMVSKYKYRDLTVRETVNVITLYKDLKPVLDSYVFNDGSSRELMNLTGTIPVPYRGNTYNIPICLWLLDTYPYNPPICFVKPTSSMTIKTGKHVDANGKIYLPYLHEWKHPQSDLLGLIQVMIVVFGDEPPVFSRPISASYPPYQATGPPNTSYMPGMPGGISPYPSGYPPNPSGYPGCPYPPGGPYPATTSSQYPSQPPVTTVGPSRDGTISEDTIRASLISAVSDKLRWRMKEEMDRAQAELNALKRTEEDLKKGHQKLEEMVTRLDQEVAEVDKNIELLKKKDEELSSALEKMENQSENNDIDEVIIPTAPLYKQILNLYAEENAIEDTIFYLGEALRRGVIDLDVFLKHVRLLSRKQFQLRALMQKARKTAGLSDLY
#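 Fluorescence anisotropy tracks displacement of a FITC-tagged PTAP peptide (50 nM) from the Tsg101 binding domain (10 uM), following a 20 min room-temperature incubation at pH 7.5.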
# Integrin act MD: integrin-mediated muscular dystrophy alleviation activation | AID 624291 | actives 0.064% (n = 350,000) | alpha7betagal myoblasts, beta-gal FDG fluorescence, 48 h | Potency, µM (top dose mostly 38.3 µM), for inactives: at the top dose activation, usual class: activators;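 also: potency is read from the fitted curve at half-maximal effect; 100% = response of the positive control SU9516; nearly all actives have a fitted effect of over 60% in size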
#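 Alpha7betagal+/- myoblasts (passage 13) were plated 16-24 hr, then exposed to compounds (1:260 dilution of DMSO stock) for 48 hours at 37C. After MPER lysis, β-galactosidase reporter activity was read as FDG fluorescence (ex 480/em 540) after 30 minutes.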
# p53 reactivation: mutant p53 re-activation in reporter cells; H1299 p53-A138V BP100-luciferase reporter, luminescence, 24 h; Potency, µM (top dose mostly 92.2 µM), inactives show at the highest dose activity change, positive = activation, hits mostly activators; actives 0.063% (n = 320,000); AID 504706; also: potency is read from the fitted curve at half-maximal effect; % of control where 0% means no effect; nearly all actives have a fitted effect of over 45% in size
#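 p53-null H1299 cells stably carrying temperature-sensitive p53-A138V and a BP100-luciferase reporter were pinned with compounds (4-point, 1:5 series) and held 24 hrs at 37 deg C. Luminescence was read 10 min after detection reagent.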
# Eya2 phos inh: blocks the phosphatase activity of human Eya2. recombinant Eya2, OMFP fluorescence dephosphorylation (OMFP is methylfluorescein phosphate). O00167. actives 0.006% (n = 330,000). Potency, µM (titrated, usually from 76.9 µM), for inactives: at the highest dose activity, negative = inhibition, actives largely listed as inhibitors. AID 488837; also: potency is read from the fitted curve at half-maximal effect; % is scaled to controls: 0 for no effect and ±100 for the full control effect
#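 Eya2 (0.2 uM) preincubated 10 min at ambient with compound, then OMFP substrate added at 50 uM; 10 min reaction in 50 mM HEPES pH 7.5, 50 mM NaCl, 5 uM MgCl2, 0.05% BSA, 1 mM DTT. Fluorescence read at Ex 485/Em 525 nm.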
# * marks the source's active call; other numbers are inactive results; i = inactive; u = inconclusive; x = no result given; [ ] = dose if it differs, or a comment. Unless noted, calls follow the shape of the dose curve; as a rule, active = well fitted curve in the direction sought with a large enough effect; inconclusive = small, poorly fitted or top-dose-only effect, or another doubt; inactive = no such curve, though single readings can be large; an effect the other way counts as inactive or inconclusive. This is a subset; count on the stated rates, not on these rows.
no.	structure	ELG1 genotox	B2AR arrestin	BRCA1 expr up	S-ASM inh	USP2a block	TRPV1 agonist	uPA generation	PTAP TSG101 blk	Integrin act MD	p53 reactivation	Eya2 phos inh
1	NC(=O)Nc1cccc(C(F)(F)F)c1	1%	-0.1%	-1%	5%	4%	0	1%	0%	-8%[7.66 µM]	2%	-5%
2	O=C(O)C1Cc2ccccc2N2CCCC12 (stereo unspecified)	0%	-0.3%	-4%	73%[activator]	4%	1	1%	-4%	-5%	3%	0%
3	COc1ccc(N2CC2c2ccncc2)cc1 (stereo unspecified)	5%	-0.1%	-3%	1%	-5%	-6	-6%	-4%	3%	11%	5%
4	NC1C2CN3CCN(C2)CC1(c1ccccc1)C3 (stereo unspecified)	-1%	-1.0%	9%	0%	5%	x	-2%	-4%	u	0%	8%
5	Nc1c(C(=O)NCCCc2ccccc2)c2nc3ccccc3nc2n1Cc1cccs1	-13%	0.4%	-50%	i	0%	-2	x	0%	-63%[inhibitor]	-9%	-6%
6	C/C=C1/C[N+]2(C)CCC34C(=C(C=O)[C@H]1C[C@@H]32)Nc1ccccc14 (stereo partly specified)	-5%	0.0%	-22%	93%[activator]	0%	-1	0%	1%	x	-3%	-10%
7	CCOCN(C(=O)CCl)c1c(C)cccc1CC	-55%[inhibitor]	0.2%	-26%	-3%	-1%	0	-4%	-7%	-38%	-13%	-6%
8	Cc1cccnc1-n1c(C)nc2ccccc2c1=O	x	x	0%	3%	x	5	0%	-2%	22%	x	x
9	CN1CCN(Cc2ccccc2C(F)(F)F)CC1	2%	-0.3%	-10%	0%	-1%	-1	-2%	0%	0%	7%	5%[15.4 µM]
10	COc1ccc(NP(=O)(Oc2ccc(Cl)cc2)Oc2ccc(Cl)cc2)cc1OC	-9%	11%	-93%	-6%	3%	3	2%	0%	-54%[inhibitor]	1%	-3%
11	CC/C(=N\NC(=O)c1ccccc1O)c1c(O)n(Cc2ccccc2)c(=O)[nH]c1=O	1%	0.1%	-9%	-15%	3%	28	3%	-10%	5%	5%	2%
12	Cc1cc2c(C(F)(F)F)cc(=O)oc2c2c1NCCC2	6%	0.1%	-3%	80%[activator]	6%	u	-2%	u	-17%	2%	-3%
13	N#CSCC(=O)N1c2ccccc2CCc2ccccc21	-6%	-1.3%	x	3%	-1%	1	-10%	-3%	-46%[inhibitor]	-18%	4%
14	COc1ccc(C(C)=O)cc1CN1CC=C(c2ccccc2)CC1	-6%	-0.7%	-25%	2%	0%	8	-1%	-6%	-27%	-2%	-6%
15	CCOC(=O)CSc1ncnc2c1cnn2-c1ccccc1	5%	-0.2%	1%	0%	-1%	13	-8%	-1%	u	-1%	7%
16	Cc1cc(Cl)ccc1OCC(=O)O	0%	-0.3%	5%	1%	0%	-2	1%	1%	x	-2%	1%
17	O=C(COc1ccc2ccccc2c1)N1CCN(Cc2c[nH]c3ccccc23)CC1	-4%	-0.3%	-54%	-5%	-4%	25	-7%	-3%	-63%[inhibitor]	2%	5%
18	CCCCN1CC(O)=C(c2nc3ccccc3s2)C1=N	11%	-0.6%	x	3%	2%	1	-2%	-3%	29%	u	-4%
19	CCN(CC)C(=O)COc1cc(C)cc2oc(=O)c3c(c12)CCCC3	2%	-0.9%	-29%	9%	0%	2	-1%	-3%	32%	x	-2%
20	COc1ccc(C(=O)O)cc1OC	x	x	0%	-3%	x	x	1%	2%	6%	x	x
21	COc1cc(/C=C(/C)[N+](=O)[O-])ccc1OCc1ccccc1Cl	-16%	-0.6%	x	-8%	0%	10	-19%	1%	-66%[inhibitor]	-26%	-14%
22	O=C(NC1CN2CCC1CC2)c1ccc(-c2ccc([N+](=O)[O-])cc2)o1 (stereo unspecified)	5%	-1.5%	17%	-5%	0%	6	6%	-1%	7%	-14%	-8%
23	N#Cc1ccc(NC(=O)CN2C(=O)NC3(CCCC3)C2=O)cc1Cl	1%	-0.6%	-22%	-8%	4%	4	0%	-2%	-31%	2%	1%
24	CCOC(=O)/C(CCCN(CC)CC)=N\O	-2%	-1.2%	-18%	1%	2%	2	1%	0%	5%	4%	1%
25	CC1CCCN(C(=O)CCl)C1 (stereo unspecified)	-8%	-0.3%	5%	-2%	1%	-7	-1%	0%	-26%	21%	-6%
26	Cc1cccc(C(=O)NC(C(=O)Nc2nc(-c3ccccn3)cs2)C(C)C)c1 (stereo unspecified)	13%	4.4%	-67%[inhibitor]	-1%	-2%	-3	u	-4%	-23%	u	2%
27	CCSc1nnc([C@@H](N)Cc2ccccc2)o1	-1%	-0.8%	6%	3%	3%	1	x	-3%	16%	-1%	3%
28	O=[N+]([O-])c1c(Cl)c(Cl)c(Cl)c(Cl)c1Cl	x	x	-9%	-2%	x	x	-1%	-7%	9%	x	x
29	COC(=O)C1=C(c2ccccc2OCc2ccccc2)C[C@@H]2CC[C@H]1N2C(=O)NCCc1ccc(F)cc1	-8%	0.5%	-35%	-5%	2%	7	u	0%	-35%	14%	-6%
30	C=C(C)CSc1nnc([C@@H](N)Cc2ccccc2)o1	5%	0.2%	56%	-5%	-1%	3	5%	-2%	-2%	11%	8%
31	COc1ccc(-n2c(-c3ccccc3)nc3ccccc3c2=O)cc1	-6%	0.0%	-4%	-3%	2%	6	-1%	-7%	-2%	0%	-5%
32	COC(=O)[C@]12OC[C@]34C([C@@H](O)[C@@H]1O)[C@]1(C)CC(=O)C(O)=C(C)[C@@H]1C[C@H]3OC(=O)[C@H](O)[C@@H]24 (stereo partly specified)	-15%	0.2%	-26%	7%	8%	1	u	-1%	-23%	9%	2%
33	CN1CCN(C(=O)COc2ccc(S(=O)(=O)NC3CCCCC3)cc2Cl)CC1	u	-0.8%	-2%	1%	2%	11	3%	-3%	29%	23%	-5%
34	C=CC1CN2CCC1CC2C(O)c1ccnc2ccccc12 (stereo unspecified)	x	x	6%	-2%	x	x	5%	1%	16%	x	x
35	CC1OC(OC2C(O)CC(OC3C(O)CC(OC4CCC5(C)C(CCC6C5CCC5(C)C(C7=CC(=O)OC7)C(O)CC65O)C4)OC3C)OC2C)CC(O)C1O (stereo unspecified)	x	x	-86%	5%	x	x	1%	1%	10%	x	x
36	CC[C@]12c3[nH]c4cc(-c5ccco5)ccc4c3CCN1C(=O)[C@@H](CC(=O)NCc1cccc(C(F)(F)F)c1)C[C@@H]2C(=O)N1CCN(C(=O)C2CC2)CC1	-11%	0.1%	-71%	-3%	2%	x	u	9%	-12%	3%	5%
37	COC(=O)C1=C(c2ccc(OC(F)(F)F)cc2)C[C@@H]2CC[C@H]1N2C(=O)NCCc1ccccc1	-3%	-0.6%	-9%	-5%	2%	8	u	-4%	-42%	-12%	-28%
38	O=C1C2CCN(CC2)[C@@H]1Cc1ccc2ccccc2c1O	u	-0.6%	86%	1%	-1%	1	1%	0%	-22%	u	3%
39	COc1ccc2c(CN3CC=C(c4ccccc4)CC3)cc(=O)oc2c1	-1%	1.0%	0%	18%	-6%	0	4%	-3%	-11%	5%	-1%
40	Cc1ccc(/C=C2\C(=O)NC(=S)N(c3ccc(F)cc3)C2=O)s1	7%	-0.4%	-44%	4%	-1%	-1	1%	1%	-57%[inhibitor]	2%	-7%
41	CC1SC2(CN3CCC2CC3)NC1=O (stereo unspecified)	0%	-0.4%	10%	5%	1%	1	9%	-3%	-10%	0%	6%
42	Nc1nnc(Sc2ncccc2[N+](=O)[O-])s1	1%	-0.1%	2%	2%	2%	-2	-2%	1%	-58%[inhibitor]	17%	3%
43	COC(=O)C1=C(c2cccc(OC)c2OC)C[C@@H]2CC[C@H]1N2C(=O)NCCCOC(C)C	x	x	-8%	0%	x	x	3%	2%	18%	x	x
44	c1ccc2c3c([nH]c2c1)CNCC3	11%	0.2%	-4%	0%	6%	1	-3%	1%	x	-3%	1%
45	CC1CN(O)C2CCc3c(no[n+]3[O-])C12O (stereo unspecified)	x	x	-14%	-1%	x	2	3%	-3%	-10%	x	x
46	COC[C@]12CN(C)C3C4[C@H](OC)[C@H]1C3([C@@H](OC)C[C@H]2O)[C@@H]1C[C@@]2(O)[C@H](OC(=O)c3ccccc3)[C@@H]1[C@]4(OC(C)=O)[C@@H](O)[C@@H]2OC	x	x	36%	0%	x	x	13%	0%	-12%	x	x
47	Cn1c(O)c(/C=C2\C=Nc3ccc(Br)cc32)c(=O)n(C)c1=O	-2%	-0.9%	-28%	1%	3%	-4	10%	-1%	-8%	0%	u
48	CC1CN(C)C(C)(C)CC1(O)c1ccccc1 (stereo unspecified)	0%	-0.1%	-2%	1%	0%	3	1%	-6%	19%	5%	-21%

# From PubChem
